Compound activity (PubChem)
PTK2B oligo ant: antagonists of human Pyk2 oligomerization | AID 1347419 | z-score (the deposit names both 25 µM and 10 µM) | Q293 cells, Pyk2 FERM NanoBiT luminescence; hits give low values | hit rate 0.83% among 99,000;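 active = Z-score of -3 or lower, scaled per plate to the spread of control and sample wells; inactive = z-score above -3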;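 note: negative z-score means lost luminescence so less FERM oligomerization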
LYP act: activators of human LYP (PTPN22) phosphatase; hit rate 0.11% among 96,000; recombinant LYP, DiFMUP fluorescence; 0 = plate median, 100 = signal doubled; Q9Y2R2; activation, % at 2 µM;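 active = activation at 2 µM above a set limit, the mean plus 5 SD, cut at about 37% in these data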
FAK blocker: blocks human focal adhesion kinase activity | Q05397 | biochemical FAK kinase activity assay | inhibition, %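 (tested at 7 µM)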 | hit rate 0.84% among 97,000; in the data active = inhibition above about 19%;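 note: 0% = DMSO and 100% = reference compound high control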
Target sequence (Q05397 whole entry, looked up): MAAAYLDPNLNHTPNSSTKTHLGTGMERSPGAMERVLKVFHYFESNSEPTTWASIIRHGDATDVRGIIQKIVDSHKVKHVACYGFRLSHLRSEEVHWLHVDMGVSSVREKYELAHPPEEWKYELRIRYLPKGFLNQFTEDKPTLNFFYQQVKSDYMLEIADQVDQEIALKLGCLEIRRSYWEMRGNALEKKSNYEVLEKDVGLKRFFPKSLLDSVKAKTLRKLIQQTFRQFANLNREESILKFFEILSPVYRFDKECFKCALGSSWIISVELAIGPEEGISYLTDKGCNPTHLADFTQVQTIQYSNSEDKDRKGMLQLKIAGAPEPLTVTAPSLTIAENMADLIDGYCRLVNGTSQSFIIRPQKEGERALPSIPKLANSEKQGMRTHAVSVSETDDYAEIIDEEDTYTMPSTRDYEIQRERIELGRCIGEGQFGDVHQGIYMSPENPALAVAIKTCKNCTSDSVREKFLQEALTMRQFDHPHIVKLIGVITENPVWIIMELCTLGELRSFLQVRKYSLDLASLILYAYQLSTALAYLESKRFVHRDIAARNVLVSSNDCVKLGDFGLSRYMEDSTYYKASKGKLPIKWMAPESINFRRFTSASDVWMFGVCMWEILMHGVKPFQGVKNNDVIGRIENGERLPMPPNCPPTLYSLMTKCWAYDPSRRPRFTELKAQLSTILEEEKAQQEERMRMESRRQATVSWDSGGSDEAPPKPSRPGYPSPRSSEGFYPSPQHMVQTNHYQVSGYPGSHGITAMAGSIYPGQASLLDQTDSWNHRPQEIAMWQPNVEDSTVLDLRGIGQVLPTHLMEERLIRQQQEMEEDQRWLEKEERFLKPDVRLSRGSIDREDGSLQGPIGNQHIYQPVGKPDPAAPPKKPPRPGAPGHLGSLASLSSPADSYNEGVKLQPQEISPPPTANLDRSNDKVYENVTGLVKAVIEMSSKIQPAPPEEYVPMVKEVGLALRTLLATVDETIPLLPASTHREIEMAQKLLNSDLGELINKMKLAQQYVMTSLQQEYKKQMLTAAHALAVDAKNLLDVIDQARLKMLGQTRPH
EphB4 ephrin blk: antagonists of human EphB4-ephrin-B2 interaction; inhibition, % at 7 µM; P54760; EphB4 LBD / TNYL-RAW-Alexa532 peptide, fluorescence polarization; hit rate 0.15% among 97,000;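 active = inhibition above the screen-wide mean inhibition plus 3 SD, cut at about 15% in these data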;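 note: 0% = DMSO wells and 100% = excess unlabeled TNYL-RAW peptide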
PLK1 inh: blocks human PLK1 kinase activity. recombinant PLK1 kinase, TR-FRET peptide phosphorylation. inhibition, % at 10 µM. hit rate 0.53% among 97,000. AID 619;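 active = inhibition of 50% or more in the single-concentration screen; inactive = inhibition below 50%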;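 note: 0% = DMSO max control and 100% = H-89 dihydrochloride min control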
PLK1 PBD inh: blocks phosphopeptide binding to human Plk1 polo box domain. P53350. Plk1 PBD phosphopeptide binding, fluorescence polarization. inhibition, %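 (tested at about 20 µM)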. hit rate 0.13% among 97,000. AID 693; in the data active = inhibition above about 34%, passing the limit was not always enough
LYP inh 2: LYP (human) phosphatase inhibition. AID 640. inhibition, % at 2 µM. recombinant LYP catalytic domain, DiFMUP fluorescence. hit rate 0.21% among 96,000. Q9Y2R2;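 active = inhibition at 2 µM at or above a set limit, the screen mean plus 3 SD, cut at about 24% in these data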;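 note: 0% = DMSO with enzyme and 100% = enzyme fully blocked by orthovanadate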
HIV Rev-RRE inh: inhibitors of HIV-1 Rev-RRE RNA interaction; P05866; Rev peptide-RRE RNA binding, FRET; inhibition, % at 8 µM; hit rate 0.79% among 97,000;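 active = inhibition above the screen-wide mean plus 3 SD, cut at about 35% in these data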;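 note: 0% = median DMSO wells and 100% = median Neomycin B control wells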
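Test system: Cy5-tagged RRE RNA duplex with fluorescein-tagged Rev peptide; Probe or stimulus: labelled Rev peptide; Schedule: 5 min preincubation and 15 min binding, 25 °C; Signal: FRET fluorescence readout; Evaluation: % inhibition from 671/540 nm acceptor-to-donor ratio, scaled between controls; Control set: DMSO and neomycin B.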
F-actin modifier: alters cytoskeleton assembly in HUVEC cells; HUVEC TNFa F-actin phalloidin imaging, high content; inhibition, % at 2 µM; hit rate 0.18% among 91,000; AID 836;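 active = inhibition above the batch mean plus 3 SD and confirmed as a hit by visual image inspection, cut at about 30% in these data, passing the limit was not always enough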; note: strong numbers were not always called active
Active calls of the source: *; . = no result given; [ ] = another dose, or the depositor's remark. Compounds were not picked by outcome (roughly 3.5% active in at least one column).

PTK2B oligo ant,LYP act,FAK blocker,EphB4 ephrin blk,PLK1 inh,compound,PLK1 PBD inh,LYP inh 2,HIV Rev-RRE inh,F-actin modifier
1.93,7.0,3.3,2.5,-9.7,Cc1ccc(-c2nc3ccccc3n3nnnc23)cc1,-13.0,-7.6,-1.1,23.5
-0.23,3.1,-3.1,-1.8,-4.9,Cc1ccc(S(=O)(=O)c2ccc(C)cc2)cc1,20.7,-3.2,0.4,2.3
-0.21,-2.7,-4.0,-1.6,-3.6,Cn1cccc1Cc1nnc(SCC(=O)Nc2nc3ccccc3s2)n1CCc1ccccc1,3.8,-0.7,-6.5,-19.8
-1.26,-7.0,1.1,-0.7,-4.1,Cc1ccc(OC(=O)c2ccc(S(=O)(=O)N(C)C)cc2)c(-n2nc3ccccc3n2)c1,11.8,10.3,8.5,0.6
0.66,-2.9,-3.5,3.5,-5.3,O=c1ccccn1Cc1c(F)cccc1Cl,-12.6,5.3,9.5,-11.9
-0.57,-1.0,14.2,6.1,-0.5,Cc1ccccc1NC(=S)NC(NC(=O)c1ccccc1C)C(Cl)(Cl)Cl (stereo not given),6.3,3.3,2.0,9.4
-0.26,-6.9,-0.9,5.2,-8.0,Cc1noc(C)c1CSc1nnc2ccc3ccccc3n12,-1.2,2.9,5.7,-8.4
0.36,-1.8,2.9,-6.8,-6.1,CC(=O)N1CCN(C(C)=O)C1c1ccccc1,8.4,0.1,4.0,15.0
0.43,-5.3,0.7,1.2,-4.9,Cc1ccc(C(=O)c2coc3ccc(O)c(CN4CCN(C)CC4)c23)cc1,-0.1,3.1,7.1,32.1
0.23,3.3,-2.1,-5.2,-6.3,Cc1ccc(C(=O)COC(=O)CNC(=O)c2ccco2)cc1,-3.9,-6.0,1.2,-10.7
0.33,17.2,4.2,-11.2,-5.8,CCNC(=O)/C(=C/c1ccc2c(c1)OCO2)NC(=O)c1ccc(Br)cc1,15.2,-12.4,-4.6,-9.9
1.33,-0.7,-3.1,-8.3,-6.7,CCC(=O)N1CCN(C(C)=O)C1c1ccccc1 (stereo not given),-5.5,-3.4,1.2,15.3
-0.25,8.2,-2.0,-1.0,-10.0,COc1ccccc1-c1cc(C(=O)NCc2ccc(Cl)cc2)no1,-3.0,-8.2,11.1,-24.2
-0.23,-7.5,0.6,1.7,-6.1,CCC(=O)NC1(C(F)(F)F)C(=O)NC(C)=C1C#N (stereo not given),-9.2,9.3,8.7,2.7
-0.85,2.1,0.0,0.8,-16.9,Cc1cccc(NC(=O)C2C(C(=O)O)C3C=CC2C32CC2)c1C (stereo not given),8.7,-4.3,9.1,-1.1
-1.67,-1.0,3.8,-1.0,-8.8,COC(=O)C1=C(C)NC2=C(C(=O)CC(C)(C)C2)C1c1ccsc1 (stereo not given),-5.8,-4.4,-4.0,3.1
.,-15.2,13.8,-3.7,-3.2,c1cc2c3c(cccc3c1)C(N1CCN(C3=Nc4cccc5cccc3c45)CC1)=N2,-1.9,10.8,40.0*,14.9
0.7,-0.2,5.7,7.6,-3.6,Cc1cccc(NC(=O)CSc2nnc(Cn3nnc(-c4ccccc4)n3)n2-c2ccccc2)c1,-8.6,-0.4,4.9,1.4
0.87,0.6,-0.3,-1.2,-11.2,COC(=O)c1sc(NC(=O)CSc2nnnn2-c2ccc(C)cc2C)nc1C,-3.1,-0.3,13.0,11.5
-0.36,5.3,-2.8,0.3,-6.0,CCOC(=O)CNC(=O)c1cn(CC(C)C)c(=O)c2cc(OC)c(OC)cc12,-19.9,-10.2,0.3,3.6
-0.11,4.8,1.9,-8.3,-11.2,Cc1cc(C(N)=O)c2cc(Br)ccc2n1,9.5,-9.7,4.8,-2.6
.,6.7,1.7,-2.2,-19.1,Cn1c(=O)c2c(nc(SCCCC#N)n2Cc2ccccc2F)n(C)c1=O,10.2,-8.6,0.5,-20.9
-1.23,8.2,4.0,-6.4,-7.9,Cc1ccc(Sc2nc(C)cc(C)c2S(C)(=O)=O)cc1,20.4,-5.3,1.9,18.0
-0.01,-0.6,-0.3,-0.5,2.5,c1ccc(COCCN2CCN(CCOCc3ccccc3)CC2)cc1,0.5,0.3,3.9,1.4

Structures listed so far that bear a hit mark in HIV Rev-RRE inh:
PTK2B oligo ant,LYP act,FAK blocker,EphB4 ephrin blk,PLK1 inh,compound,PLK1 PBD inh,LYP inh 2,HIV Rev-RRE inh,F-actin modifier
.,-15.2,13.8,-3.7,-3.2,c1cc2c3c(cccc3c1)C(N1CCN(C3=Nc4cccc5cccc3c45)CC1)=N2,-1.9,10.8,40.0*,14.9

Following part
PTK2B oligo ant,LYP act,FAK blocker,EphB4 ephrin blk,PLK1 inh,compound,PLK1 PBD inh,LYP inh 2,HIV Rev-RRE inh,F-actin modifier
1.18,2.1,0.3,0.3,-13.5,CCC(C)(C)c1nnc(NC(=O)c2ccc([N+](=O)[O-])cc2)s1,4.1,-3.4,3.9,-4.3
-0.07,-0.9,-3.4,0.9,-0.2,COC(=O)C1CCN(C(=O)CN2C(=O)NC(CCc3ccccc3)C2=O)CC1 (stereo not given),-16.2,3.9,2.4,1.4
1.08,-3.8,0.4,2.1,-0.6,CCOC(=O)C(C)Sc1nc(-c2ccccc2)nc2ccc(F)cc12 (stereo not given),13.0,8.3,7.6,-0.7
0.22,-1.4,-0.1,-6.6,-5.7,CCCC(=O)c1cc2ccccc2oc1=O,-6.9,-0.1,0.3,14.8
-2.47,0.7,-3.5,0.2,-1.2,CC1=NC(=O)C(N=Nc2cccc(C(=O)O)c2)N1c1ccccc1 (stereo not given),-9.7,-3.5,3.8,-2.1
-0.93,-0.1,-5.3,0.1,-6.1,COC(=O)c1c(C)oc2c1cc(NS(=O)(=O)c1cccs1)c1ccccc12,-1.3,2.5,9.1,-15.9
0.05,-3.5,-2.5,5.2,-0.5,CN1CCN(NC(=O)c2cc([N+](=O)[O-])cc([N+](=O)[O-])c2)CC1,-22.6,6.0,10.3,-0.9
0.83,5.6,-0.6,3.7,-5.2,COc1ccccc1NC(=S)NNC(=O)c1ccc(O)cc1,-6.2,-5.0,11.7,3.8
.,-5.0,1.6,0.5,-11.5,COc1ccc2c(c1)CCc1sc(NC(=O)c3ccco3)nc1-2,19.2,2.3,12.7,-30.6
-0.62,-7.6,-1.9,-1.4,3.4,O=C(COC(=O)c1ccc(Cl)c(S(=O)(=O)N2CCCC2)c1)NC1CCCC1,6.3,6.4,2.3,-6.1
1.47,-2.8,-1.1,-4.6,-9.8,Cc1cccc(N2CCN(S(=O)(=O)c3ccc4c(c3)CCC(=O)N4)CC2C)c1 (stereo not given),4.8,2.0,2.5,-7.8
.,0.3,-0.7,-0.6,-7.6,Cn1c(NC(=O)CCc2ccccc2)cc(=O)n(C)c1=O,3.0,-4.2,4.3,0.9
.,1.2,5.5,-9.8,-13.5,COc1ccc(NC(=O)C2CCC(CNc3c(N4CCCCC4)c(=O)c3=O)CC2)cc1OC (stereo not given),8.2,-4.5,2.3,3.2
2.99,-4.2,-8.1,1.0,-1.5,CCOCC(=O)Nc1ccc(S(=O)(=O)N2CCOCC2)cc1,18.2,2.6,10.0,-0.4
-0.46,-54.2,28.7*,-1.5,-14.6,Cc1sc(NC(=O)c2sc3nc4c(C)cccc4cc3c2N)c(C#N)c1C,-8.5,55.6*,101.5*[fluorescence artefact?],16.1
0.23,25.2,3.1,4.7,-9.2,O=C(CCCN1C(=O)c2ccccc2C1=O)Nc1ccccn1,18.2,-30.8,1.4,13.2
-0.54,-8.2,-1.2,3.3,-0.9,COc1cc(-c2nn3c(-c4cccnc4)nnc3s2)cc(OC)c1OC,-11.0,11.5,6.2,-0.2
-0.93,1.1,4.8,12.1,-12.7,CCOc1ccc(NC(=O)COc2nsnc2N2CCCCC2)cc1,-0.8,-2.1,5.8,-6.4
0.77,-8.5,-3.3,-2.7,-3.5,CC(C)C[C@H](NS(=O)(=O)c1ccc(Br)cc1)C(=O)O,8.0,9.3,5.2,1.7
-0.35,1.4,-0.1,-1.1,-10.5,O=C1OC(N2CCN(C/C=C/c3ccccc3)CC2)c2ccccc21 (stereo not given),-22.1,-4.2,1.5,-55.1
0.22,3.6,-1.5,-2.1,-5.5,CC1CN(C(=O)CSc2nc(-c3ccc(F)cc3)cs2)CC(C)O1 (stereo not given),-3.9,-7.3,10.0,-11.9
-0.09,-4.8,2.1,-2.9,-3.4,CC(C)(C)OC(=O)N1CCCC1C(=O)NC(Cc1ccccc1)C(=O)O (stereo not given),4.6,1.7,1.0,17.8
.,-6.0,5.3,-4.6,-5.8,COCCSc1nc2c(c(=O)[nH]c(=O)n2C)n1CCC(C)C,36.0,2.4,1.3,6.2
-0.53,0.7,-3.7,-10.1,-8.5,COc1ccccc1N(CC(=O)N1CCCCC1)S(=O)(=O)c1ccccc1,13.4,-2.7,2.2,-10.9
-0.13,-6.5,-1.7,-5.9,-14.5,CC(C(=O)Nc1ccccc1C(=O)N1CCOCC1)N(c1ccccc1)S(C)(=O)=O (stereo not given),6.8,6.2,2.1,4.5
-0.38,-7.0,1.8,-4.5,5.3,COCCn1nnnc1C(c1cc2cccc(C)c2[nH]c1=O)N1CCN(c2ccccc2F)CC1 (stereo not given),-15.6,6.0,4.1,-49.9
-0.41,-2.4,-1.6,10.8,-0.7,O=C(NCCS(=O)CCNC(=O)C(F)(F)F)C(F)(F)F,0.6,-0.9,6.2,-6.2
0,-5.5,-1.7,-3.8,-8.8,Cc1cccc(NC(=O)c2cc3n(n2)C(C(F)(F)F)CC(C2CC2)N3)c1C (stereo not given),10.5,8.2,-1.9,-22.1
-0.21,3.7,-1.5,-6.0,2.5,O=C(COc1ccc2ccccc2c1)NC1CC1,-8.4,-2.6,3.9,.
-1.55,-0.1,2.2,4.6,-15.4,CCOC(=O)c1c(NC(=O)Nc2ccccc2)sc(C)c1C,18.8,2.2,3.4,12.7
1.07,2.0,1.1,6.4,-10.5,C/C(=N\Nc1cc(Cl)nc(C)n1)c1ccc(C)cc1,-14.1,0.2,-0.9,-7.7
0.25,9.5,0.4,-1.8,-10.4,COC(=O)c1ccc(NC(=O)CSc2nnc(CNc3ccc(OC)cc3)n2C)cc1,2.3,-11.7,0.2,-4.3
0.66,-5.5,0.7,5.6,-19.7,Cc1nc2ccccc2c(=O)n1NC(=O)Nc1ccccc1,13.7,6.1,12.0,-3.4
-0.3,8.1,1.7,-0.4,-4.6,CCOc1ccc(NC(=O)C/C(N)=N/O)cc1,6.7,-4.1,3.6,-0.1
-3.35*,0.9,-1.9,-0.6,1.1,CC(C)Cn1c(SCC(=O)NC(=O)NC2CCCC2)nc2ccccc21,16.3,-1.6,-4.5,-9.7
-0.61,8.9,2.2,-5.6,-4.8,CC(C)NC(=S)Nc1ccc(Oc2ccccc2)cc1,32.7,-4.4,-2.0,-18.4
-0.37,-3.0,-6.8,8.9,3.8,O=C(/C=C/c1ccccc1)c1cc(Br)ccc(=O)c1O,-46.2,2.9,46.0*,10.1
0.45,-2.5,6.3,-3.2,-4.4,O=C(c1ccccc1)c1ccncc1,10.4,6.1,11.7,-20.3
-0.44,4.5,-0.9,-3.8,2.3,CC(C)Cc1cc(C(=O)O)n[nH]1,9.6,-7.3,0.5,-27.1
-0.47,-6.3,-0.3,1.3,-3.7,Cc1ccc(-c2cc(C(=O)NCc3ccccn3)no2)cc1,-10.1,5.1,10.9,77.3*
.,-6.6,-5.7,2.7,-0.1,CCc1nnc(NC(=O)CSc2nnc(-c3ccncc3)n2Cc2ccccc2)s1,-5.5,4.8,3.7,-15.2
0.71,2.6,1.5,2.9,-7.1,COc1ccc(C(=O)NCS(=O)(=O)c2ccc(C)cc2)cc1,6.9,-5.5,10.8,-11.2
